Assay outcomes from PubChem BioAssay.
Fibroblast inh = blocks proliferation of human lung fibroblasts; LL 47 human lung fibroblast viability, ATP luminescence; active compounds read low; viability, % at 10 µM; actives 1.1% (n = 85,000); AID 719;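 active = viability at or below 50% in the single dose screen; inactive = viability above 50%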;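 also: compound exposure lasted 72 h before the ATP readout; 100% = median luminescence of untreated cell-only wells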
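test system = LL 47 human lung fibroblasts | amount = 1,150 fibroblasts seeded per well | medium = 15% FBS in IMEM | times = overnight cell rest, 72 h compound treatment at 37 °C | measured by = CellTiter-Glo luminescence measuring cellular ATP | read-out = viability percentage against median untreated-cell control | benchmarks = cell-only wells, no compound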
H69AR inhibit = growth inhibitors of human H69AR lung tumor cells; H69AR lung tumor viability, ATP luminescence, 72 h; active compounds read low; viability, % at 10 µM; actives 6% (n = 85,000); AID 598;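 active = viability at or below 40%; inactive = viability above 40%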;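 also: multidrug resistant small cell line overexpressing MRP-1 efflux transporter; 100% = mean luminescence of untreated control wells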
ERa SRC1 inh = ER-alpha (human) coactivator binding inhibition. AID 629. TR-FRET ER-alpha LBD / SRC-1 peptide, estradiol-bound. actives 1.7% (n = 86,000). inhibition, % at 25.6 µM; in the data active = inhibition above about 50%;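 also: 0% = receptor plus peptide control and 100% = peptide only without receptor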
CYP2C19 inh = inhibitors of human CYP2C19. P33261. CYP2C19 Supersomes, luciferin-H EGE luminescence, 30 min. inhibition, % at 5 µM. actives 21% (n = 96,000);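 active = CYP2C19 inhibition above a set limit at 5 µM in the primary screen, cut at about 50% in these data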;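 also: plate controls were negative control wells for no effect and 2.5 mM tranylcypromine positive control for full effect; values of inactives mirror those of a sister screen read the other way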
Mac1 fbg enh = CD11b/CD18-fibrinogen binding enhancement; AID 1499; activation, % at 10 µM; actives 0.07% (n = 93,000); P05107+P11215; K562 CD11b/CD18 adhesion to fibrinogen, ATPlite luminescence;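 active = 10 µM primary screen giving 50% or more activity, confirmed by 40% or more on retest at that dose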; also: strong numbers were not always called active
Target sequence (P05107 whole entry, looked up, other chains not shown): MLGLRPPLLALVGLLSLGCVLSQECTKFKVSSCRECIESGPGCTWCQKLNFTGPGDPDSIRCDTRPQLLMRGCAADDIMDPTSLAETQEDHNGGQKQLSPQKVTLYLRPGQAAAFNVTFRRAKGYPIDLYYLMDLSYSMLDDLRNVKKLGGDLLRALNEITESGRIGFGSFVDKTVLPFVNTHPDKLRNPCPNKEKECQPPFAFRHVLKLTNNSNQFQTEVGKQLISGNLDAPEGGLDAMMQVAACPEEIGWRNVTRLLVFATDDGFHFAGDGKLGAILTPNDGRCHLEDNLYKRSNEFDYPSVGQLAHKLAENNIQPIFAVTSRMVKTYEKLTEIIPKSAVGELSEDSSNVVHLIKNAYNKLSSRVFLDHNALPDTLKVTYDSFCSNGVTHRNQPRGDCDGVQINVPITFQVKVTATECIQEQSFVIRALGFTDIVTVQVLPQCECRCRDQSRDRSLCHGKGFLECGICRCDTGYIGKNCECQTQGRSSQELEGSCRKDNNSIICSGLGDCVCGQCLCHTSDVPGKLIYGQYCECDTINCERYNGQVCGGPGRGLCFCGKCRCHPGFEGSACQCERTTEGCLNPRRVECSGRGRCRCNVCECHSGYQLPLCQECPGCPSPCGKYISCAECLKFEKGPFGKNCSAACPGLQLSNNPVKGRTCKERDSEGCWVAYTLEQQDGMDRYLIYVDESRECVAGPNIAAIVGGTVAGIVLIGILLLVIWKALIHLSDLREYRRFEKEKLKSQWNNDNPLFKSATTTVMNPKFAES
CYP2C19 act = cytochrome P450 2C19 (human) activation | P33261 | recombinant CYP2C19, luciferin-H EGE luminescence; active compounds read high; 0 = fully inhibited enzyme, 1 = untreated enzyme | activation factor at 5 µM | 96,000 tested, under 10 active;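 active = activation factor of at least 2 at 5 µM in the primary screen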;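 also: 0 = wells with 2.5 mM tranylcypromine and 1 = vehicle-only wells; values of inactives mirror those of a sister screen read the other way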
Mac1 fbg inh = inhibitors of human CD11b/CD18 binding to fibrinogen; P05107+P11215; K562 CD11b/CD18 adhesion to fibrinogen, ATPlite luminescence; Mn2+ added to activate the integrin; inhibition, % at 10 µM; actives 0.54% (n = 93,000); AID 1497;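 active = primary inhibition of 50% or more at 10 µM, then 40% or more on retest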; also: some results filed as inactive read as strong as hits
ERa coact pot = ER-alpha (human) coactivator binding potentiation. actives 1.3% (n = 86,000). coactivator binding (% of control), % at 25.6 µM. TR-FRET ERalpha-LBD/SRC-Cy5 coactivator binding, 2 h; 100 = basal binding, no effect. P03372; in the data active = activity above about 200%;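 also: binding measured in presence of low estradiol as agonist stimulus; 0% = peptide alone without receptor and 100% = receptor with peptide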
HUVEC prolif 384 = human endothelial cell proliferation inhibition | HUVEC proliferation, CellTiter-Glo luminescence, 72 h; active compounds read low | viability, % at 10 µM (by protocol) | actives 1.1% (n = 86,000);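 active = viability at or below 30%; inactive = viability above 30%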;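 also: 100% = median luminescence of DMSO-only cell control wells on each plate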
* hit, by the source's call; . = no result given; [ ] = another dose, or the depositor's remark.

SMILES	Fibroblast inh	H69AR inhibit	ERa SRC1 inh	CYP2C19 inh	Mac1 fbg enh	CYP2C19 act	Mac1 fbg inh	ERa coact pot	HUVEC prolif 384
O=c1[nH]c(=O)n(Cc2ccccc2)c2c1C(C(F)(F)F)(C(F)(F)F)N=C(c1ccco1)N2	72	59	2	16	.	0.8	.	101	70
Cc1ccccc1OCc1nnc(SCC(=O)Nc2ccc(N3CCOCC3)c(Cl)c2)n1C	84	91	-1	58*	-3	0.4	-22	89	104
c1ccc(-n2c(SCc3ccncc3)nnc2-c2ccco2)cc1	103	81	5	59*	-2	0.4	16	116	109
Cc1nn(C)cc1CNC(=O)Nc1cccc(Cl)c1	103	72	-5	28	-4	0.7	11	94	90
COc1ccc(-c2nc3nc(C)cc(=O)n3[nH]2)cc1	105	95	-1[fluorescence artefact?]	2	0	1	-55	104	97
CCCC(=NCc1ccccc1)C1=C(O)C(C(=O)OC)C(C)(C)CC1=O (stereo not drawn)	99	77	1	93*	-1	0.1	26	106	88
CC1CCc2sc3nc(NCc4ccco4)n4ncnc4c3c2C1 (stereo not drawn)	102	95	2	12	-1	0.9	-5	112	85
O=c1oc2c3c4c(cc2c2c1CCC2)OCCN4CCC3	93	76	4	28	2	0.7	14	92[fluorescence artefact?]	92
COc1ccc(CN2CCN(C(=O)C3CC(=O)N(C4CCCCCC4)C3)CC2)c(OC)c1OC (stereo not drawn)	92	101	-9[fluorescence artefact?]	26	-3	0.7	24	109	106
N#Cc1ccc(CSc2nnc(Nc3ccccc3)s2)cc1	101	100	2	-9	-5	1.1	15	119	88

Profiles, quoted from the list.
N#Cc1ccc(CSc2nnc(Nc3ccccc3)s2)cc1 as listed: Fibroblast inh: 101; H69AR inhibit: 100; ERa SRC1 inh: 2; CYP2C19 inh: -9; Mac1 fbg enh: -5; CYP2C19 act: 1.1; Mac1 fbg inh: 15; ERa coact pot: 119; HUVEC prolif 384: 88
Cc1ccccc1OCc1nnc(SCC(=O)Nc2ccc(N3CCOCC3)c(Cl)c2)n1C as listed: Fibroblast inh: 84; H69AR inhibit: 91; ERa SRC1 inh: -1; CYP2C19 inh: 58*; Mac1 fbg enh: -3; CYP2C19 act: 0.4; Mac1 fbg inh: -22; ERa coact pot: 89; HUVEC prolif 384: 104

(listing goes on)
SMILES	Fibroblast inh	H69AR inhibit	ERa SRC1 inh	CYP2C19 inh	Mac1 fbg enh	CYP2C19 act	Mac1 fbg inh	ERa coact pot	HUVEC prolif 384
CCN1CCN(C(=S)c2ccc(Cl)cc2)CC1	98	80	-2	19	-4	0.8	8	87	92
COC(=O)Cn1c(C(F)(F)F)nc2ccccc21	97	89	-9	.	.	.	.	116	99
CCOc1ccc(-c2cc3nc(C4CCN(C(=O)OC(C)(C)C)CC4)c(C(=O)O)cn3n2)cc1	.	.	.	-7	0	1.1	24	.	.
CCCOC(=O)c1ccc(NC(=O)COC)cc1	96	93	-2	9	-7	0.9	-4	96	93
CN(C(=O)c1ccc(-c2nn(C)c(=O)c3ccccc23)cc1)c1ccccc1	97	78	0	47	-3	0.5	-43	100	87
N#Cc1nc(Cc2cccc3ccccc23)oc1N1CCOCC1	79	83	-9	48	4	0.5	3	100	81
O=C(CSc1nnc(-c2ccc(OC(F)F)cc2)o1)N1CCOCC1	.	97	2	1	0	1	-6	120[fluorescence artefact?]	99
CCOC(=O)c1[nH]c2ccccc2c1NC(=O)Nc1ccc(OC)cc1	.	.	.	48	10	0.5	-6	.	.
Cc1cc(C(=O)CSc2nnc(-c3ccncc3)n2-c2ccccc2)c(C)n1C	96	88	21[fluorescence artefact?]	84*	-2	0.2	-14	95	118
COc1ccc2oc(=O)c(C(=O)N3CCCc4ccccc43)cc2c1	100	104	1	10	-4	0.9	-4	88	105
O=C(NCCCn1ccnc1)C(Cc1ccccc1)N1C(=O)c2ccccc2C1=O (stereo not drawn)	98	94	-6	64*	-3	0.4	53	99	98
CC(C)OC(=O)C1=C2SCC(=O)N2C(N)=C(C#N)C1	93	86	-5	76*	0	0.2	1	104	91
COC(=O)C(CCCCN1C(=O)C2C3C=CC(C3)C2C1=O)N1C(=O)C2C3C=CC(C3)C2C1=O (stereo not drawn)	85	92	-12	47	-6	0.5	-7	111	96
O=C(NCCc1ccccc1F)C1CCCN1S(=O)(=O)c1ccc2ccccc2c1 (stereo not drawn)	99	101	-3	.	.	.	.	104	88
COC(=O)C1=C(C)Nc2nnnn2C1c1cccnc1 (stereo not drawn)	101	81	-20	.	.	.	.	102	102
O=C(NCCCNCc1ccccc1)/C(=N\O)c1ccccc1	101	97	0	-1	0	1	-7	114	127
CCC(c1nnc(SCC(=O)N2CC(=O)Nc3ccccc32)n1Cc1ccccc1)N(C)C (stereo not drawn)	95	87	0	15	0	0.8	-5	83	89
COc1ccc(-c2nc(=S)[nH][nH]2)cc1	100	77	-3[fluorescence artefact?]	8	-5	0.9	-6	82	98
CC1CCN(C2=NC(=O)/C(=C/c3cn(-c4ccccc4)nc3-c3cccc(S(=O)(=O)N(C)C)c3)S2)CC1	.	.	.	39	55	0.6	-3	.	.
Cc1cccc(OCc2nnc(SCC(=O)N3c4ccccc4CC3C)n2C)c1C (stereo not drawn)	97	52	-4	.	.	.	.	96	86
CCc1cccc(CC)c1NC(=O)CN1CCN(c2ccccc2)CC1	98	96	-2	66*	-1	0.3	27	93	95
Cc1cc[n+](CCC(=O)O)c2ccccc12	96	83	7	-8	-2	1.1	-8	101	101
Cc1cc(N2CCOCC2)nc2ccc(NC(=O)CCC(=O)N3CCCC(C)C3)cc12 (stereo not drawn)	.	.	.	2	-1	1	18	.	.
O=C(CC1=NC2(CCCC2)Cc2ccccc21)N1CCOCC1	109	90	6[fluorescence artefact?]	18	4	0.8	6	133	87
CCCCNC(=O)Nc1nnc(-c2ccc(Cl)cc2)o1	99	97	-3	-13	0	1.1	20	93	95
CCNC(=O)Nn1c(C)nnc1C	105	92	-8	-16	2	1.2	-30	102	106
CCOc1ccc(OCC)c(NC(=O)CCn2c(=O)oc3ccccc32)c1	.	.	.	36	-5	0.6	2	.	.
COCCn1c(SCC(=O)N2CCCCC2)nc2cccnc21	107	91	19	9	-1	0.9	-4	97	104
CS(=O)(=O)N1CCN(c2ccccc2NC(=O)c2cccnc2Cl)CC1	100	108	-2	7	-2	0.9	-11	109	93
CC1(C)C(=O)Nc2ccccc2N1C(=O)COc1ccc(S(=O)(=O)N2CCOCC2)cc1Cl	96	78	85*[fluorescence artefact?]	42	14	0.6	-9	23[fluorescence artefact?]	94
CC(C)(C)N(NC(=O)Nc1ccccc1)C(=O)c1ccccc1Cl	.	.	.	11	25	0.9	-7	.	.
COc1ccc(Nc2ccccc2)c(C)c1	103	105	-15	47	11	0.5	-5	110[fluorescence artefact?]	97
CCC(=O)N1c2ccc(S(=O)(=O)N(CCO)Cc3ccccc3)cc2CC1C (stereo not drawn)	102	89	-2[fluorescence artefact?]	52*	.	0.5	.	92	110
O=C(CSc1nc2ccccc2c(=O)n1NC(=O)c1ccccc1)c1ccccc1	100	95	2	33	-3	0.7	6	96	85
CC1CCN(S(=O)(=O)c2ccc(NC(=S)NC(=O)c3ccc(Cl)cc3)cc2)CC1	.	.	.	-23	8	1.2	38	.	.
COc1cccc(NC(=O)C(=O)N/N=C/c2cc(C)n(-c3ccc(Cl)c(Cl)c3)c2C)c1	.	.	.	57*	24	0.4	7	.	.
C#CCNc1c(C)c(C)nc2ncnn12	95	97	1	-20	2	1.2	-4	108[fluorescence artefact?]	103
COc1ccc(C(c2sc3nc(C)nn3c2O)N2CC(C)OC(C)C2)cc1OC (stereo not drawn)	98	95	-2	.	.	.	.	96	103
CC(C)=CC(=O)OCC(=O)Nc1ncc(Cl)c(C)c1Cl	93	84	28	19	.	0.8	.	37	75
C=CCNC(=O)c1cc2nc(C3CC3)cc(C(F)F)n2n1	113	91	18	51*	-5	0.5	-1	83	109
CCCCNc1c2c3c(cccc3n(C)c1=O)C(=O)c1ccccc1-2	83	16*	-22[fluorescence artefact?]	.	.	.	.	94[fluorescence artefact?]	52
CCOc1cc(C(=O)CCC(=O)OCC(=O)N2c3ccccc3NC(=O)C2(C)C)ccc1O	.	.	.	30	-1	0.7	7	.	.
COc1cccc(C(=O)CN2C(=O)C(C)(C)Oc3ccc(C(=O)N4CCCCCC4)cc32)c1	94	72	0	18	1	0.8	20	110	85
Clc1ccccc1OCc1nc(-c2ccccn2)no1	106	97	-2	85*	2	0.2	0	98	82
CC(C)c1nnc(NC(=O)C2CCCCC2)s1	100	90	-3	.	.	.	.	114	91
COC(=O)c1ccc2c(=O)n(CCN3CCOCC3)c(SCC(=O)c3ccccc3)nc2c1	92	102	-4	.	.	.	.	127	91
O=C(CSc1nnc(-c2ccc(Br)o2)n1Cc1ccccc1)c1ccccc1F	81	86	12	18	-2	0.8	-1	76	98
COc1cccc(-n2c(Cc3cc(=O)[nH]c(=O)[nH]3)nnc2SCC(=O)NC2CCCCC2)c1	105	84	-1	-19	-2	1.2	-2	101[fluorescence artefact?]	95
CCOC(=O)CSc1nnc(-c2ccco2)n1-c1ccccc1	95	103	-6	38	7	0.6	-7	106	85
COC(=O)c1sccc1NC(=O)c1ccc(C)s1	90	57	-4	.	.	.	.	127	86
CC(C)(C)c1cc2cccnc2n1Cc1cccc(Cl)c1	.	.	.	48	4	0.5	-51	.	.
COc1ccc(OC)c(-c2nnc(-c3ccc(C)o3)o2)c1	87	70	-1	44	5	0.6	-13	103	74
Cc1nc(C)c(C(=O)Nc2ccccc2-c2ccccc2)o1	99	81	32	7	-5	0.9	0	74	90

Shown as a hit in CYP2C19 inh, of those listed so far:
smiles	ERa SRC1 inh	CYP2C19 inh	Mac1 fbg enh	CYP2C19 act	Mac1 fbg inh	ERa coact pot
Cc1ccccc1OCc1nnc(SCC(=O)Nc2ccc(N3CCOCC3)c(Cl)c2)n1C	-1	58*	-3	0.4	-22	89
c1ccc(-n2c(SCc3ccncc3)nnc2-c2ccco2)cc1	5	59*	-2	0.4	16	116
CCCC(=NCc1ccccc1)C1=C(O)C(C(=O)OC)C(C)(C)CC1=O (stereo not drawn)	1	93*	-1	0.1	26	106
Cc1cc(C(=O)CSc2nnc(-c3ccncc3)n2-c2ccccc2)c(C)n1C	21[fluorescence artefact?]	84*	-2	0.2	-14	95
O=C(NCCCn1ccnc1)C(Cc1ccccc1)N1C(=O)c2ccccc2C1=O (stereo not drawn)	-6	64*	-3	0.4	53	99
CC(C)OC(=O)C1=C2SCC(=O)N2C(N)=C(C#N)C1	-5	76*	0	0.2	1	104
CCc1cccc(CC)c1NC(=O)CN1CCN(c2ccccc2)CC1	-2	66*	-1	0.3	27	93
CCC(=O)N1c2ccc(S(=O)(=O)N(CCO)Cc3ccccc3)cc2CC1C (stereo not drawn)	-2[fluorescence artefact?]	52*	.	0.5	.	92
COc1cccc(NC(=O)C(=O)N/N=C/c2cc(C)n(-c3ccc(Cl)c(Cl)c3)c2C)c1	.	57*	24	0.4	7	.
C=CCNC(=O)c1cc2nc(C3CC3)cc(C(F)F)n2n1	18	51*	-5	0.5	-1	83
Clc1ccccc1OCc1nc(-c2ccccn2)no1	-2	85*	2	0.2	0	98

This is a random part of the collection; about 26% have a hit in one of these screens.
